Bioassay records as filed in PubChem BioAssay.
FEN1 inhibitor – blocks human flap endonuclease 1. P39748. Recombinant FEN1 flap cleavage, fluorescence, 15 min. Potency, µM (titrated, usually from 114 µM), inactives show top-dose activity change, negative = inhibition, usual class: inhibitors. hit rate 0.35% among 390,000; further: nearly all actives have a fitted effect of over 65% in size
Target sequence (P39748 whole entry, looked up): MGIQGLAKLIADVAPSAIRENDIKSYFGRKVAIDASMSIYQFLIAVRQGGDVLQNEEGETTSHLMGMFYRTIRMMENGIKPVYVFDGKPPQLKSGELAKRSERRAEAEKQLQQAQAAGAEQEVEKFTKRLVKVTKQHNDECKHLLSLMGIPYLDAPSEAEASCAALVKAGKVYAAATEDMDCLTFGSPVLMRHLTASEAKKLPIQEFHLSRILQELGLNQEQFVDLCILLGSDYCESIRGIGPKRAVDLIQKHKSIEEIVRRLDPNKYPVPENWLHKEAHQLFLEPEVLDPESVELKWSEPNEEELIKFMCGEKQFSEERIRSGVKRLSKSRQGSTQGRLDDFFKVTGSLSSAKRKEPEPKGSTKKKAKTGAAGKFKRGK
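Quantitative HTS format: each compound was titrated, incubated with 10 nM nuclease for 15 min at room temperature, then challenged with flap substrate at 50 nM final. Signal change over 15 min gave concentration–effect curves.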
TDP1 cell CPT – DT40-hTDP1 cell growth loss with CPT; chicken DT40 Tdp1-/-;hTDP1 cells + 20 nM CPT, ATP luminescence, 48 h; AID 686979; hit rate 12% among 420,000; Potency, µM (top dose mostly 46.2 µM), for inactives: at the highest dose activity change, negative = growth inhibition, usual class: inhibitors; further: nearly all actives have a fitted effect of over 55% in size
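Chicken DT40 Tdp1-/- cells complemented with human TDP1, 400 cells/well, exposed to compounds plus 20 nM camptothecin for at least 48 h at 37 C; viability read as ATP content by CellTiter-Glo luminescence.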
KAT2A inh – GCN5L2 (KAT2A) acetyltransferase inhibition; Q92830; GCN5L2 HAT assay, ThioGlo1 CoA-SH fluorescence; Potency, µM (top dose mostly 58.9 µM), for inactives: top-dose activity change, negative = inhibition, actives largely listed as inhibitors; hit rate 0.21% among 390,000; AID 504327
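Free CoA generated was detected with ThioGlo1 (50uM) fluorescence at Ex340nm/Em540nm, read immediately and after 20 min at room temperature. Enzyme, 20 nM in HEPES pH 7.5 buffer, saw compounds 15 min before adding 75uM H3(1-25) peptide and 70uM acetyl-CoA.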
Active calls of the source: *; ? = inconclusive; . = no result given. The call rests on the fitted dose curve; in most records, active means well fitted curve in the direction sought with a large enough effect; inconclusive means small, poorly fitted or top-dose-only effect, or another doubt; inactive means no such curve, though single readings can be large; an effect the other way counts as inactive or inconclusive. On the % scale 0 is the no-effect control and ±100 the full control effect; potency means the concentration at half of the fitted maximal effect. This is a subset. The share of hits here may be higher or lower than overall.

1. O=C(c1cccc2ccccc12)C1CCCN(C(=O)c2ccc(N3CCOCC3)cc2)C1 (stereo not given)
  FEN1 inhibitor = 3%
  TDP1 cell CPT = ?
  KAT2A inh = -1%

2. O=C(CSc1nnc(-c2ccc([N+](=O)[O-])cc2)o1)Nc1ccccn1
  FEN1 inhibitor = 6%
  TDP1 cell CPT = -12%
  KAT2A inh = -4%

3. CCOc1cc(C(=O)NCc2ccco2)cc(OCC)c1OCC
  FEN1 inhibitor = -10%
  TDP1 cell CPT = 5%
  KAT2A inh = 2%

4. Cc1cccc(C(=O)NNC(=O)c2ccc(Br)cc2)c1
  FEN1 inhibitor = 0%
  TDP1 cell CPT = -9%
  KAT2A inh = 1%

5. CCN(CC(=O)NCc1cccs1)C(=O)c1ccc(S(=O)(=O)N(CC)c2ccccc2)cc1
  FEN1 inhibitor = -5%
  TDP1 cell CPT = -6%
  KAT2A inh = -4%

6. C=CCNC(=O)C12CCC(C)(C(=O)C1Br)C2(C)C (stereo not given)
  FEN1 inhibitor = -2%
  TDP1 cell CPT = -1%
  KAT2A inh = -6%

7. CCCCNC(=O)CSc1nc2ccc(C)cc2[nH]1
  FEN1 inhibitor = 2%
  TDP1 cell CPT = 3%
  KAT2A inh = -3%

8. COc1ccc(C(CNC(=O)COc2ccccc2C#N)N2CCOCC2)cc1 (stereo not given)
  FEN1 inhibitor = 9%
  TDP1 cell CPT = -16%
  KAT2A inh = -4%

9. CC(C)CNC1CS(=O)(=O)CC1O (stereo not given)
  FEN1 inhibitor = -8%
  TDP1 cell CPT = 3%
  KAT2A inh = -25%

10. Cc1nc(SCCOc2ccccc2)[nH]c(=O)c1Cc1ccccc1
  FEN1 inhibitor = 1%
  TDP1 cell CPT = ?
  KAT2A inh = 0%

11. O=C1CC(SCCc2nc3ccccc3[nH]2)C(=O)N1c1ccc(F)c(Cl)c1 (stereo not given)
  FEN1 inhibitor = 1%
  TDP1 cell CPT = -2%
  KAT2A inh = .

12. CN1CCN(C(=O)C2=C[C@@H](C3CC3)C[C@@H](OCc3ccc(CO)cc3)O2)CC1
  FEN1 inhibitor = -11%
  TDP1 cell CPT = -8%
  KAT2A inh = 3%

13. CC(C)c1ccc(C(=O)NCc2ccc(Cl)cc2)cc1
  FEN1 inhibitor = 0%
  TDP1 cell CPT = -7%
  KAT2A inh = 38%

14. CCOc1ccc(C(=O)NCC(=O)N2CCCC2)cc1
  FEN1 inhibitor = -4%
  TDP1 cell CPT = 7%
  KAT2A inh = 3%

15. Cc1nc2ncccn2c1-c1csc(Nc2ccccc2)n1
  FEN1 inhibitor = ?
  TDP1 cell CPT = 16µM*
  KAT2A inh = 0%

16. Nc1c(C(=O)NCc2ccccc2)c2nc3ccccc3nc2n1CCCN1CCOCC1
  FEN1 inhibitor = ?
  TDP1 cell CPT = ?
  KAT2A inh = -20%

17. C[C@H]1CN([C@@H](C)CO)C(=O)c2cccc(NC(=O)c3ccncc3)c2O[C@H]1CN(C)C(=O)Nc1ccccc1
  FEN1 inhibitor = 19%
  TDP1 cell CPT = ?
  KAT2A inh = -3%

18. COc1cccc(/C=N/NC(=S)Nc2cccc(C(=O)O)c2)c1
  FEN1 inhibitor = 2%
  TDP1 cell CPT = -15%
  KAT2A inh = -9%

19. CCOc1c2ccc(C(=O)NCc3ccc(C)cc3)cc2nn1CCOC
  FEN1 inhibitor = 15%
  TDP1 cell CPT = -25%
  KAT2A inh = ?

20. COc1c2c(c3c(c1OC)c(=O)c1ccccc1n3C)OCO2
  FEN1 inhibitor = ?
  TDP1 cell CPT = ?
  KAT2A inh = .

21. O=C(NCc1ccco1)c1ccc2c(c1)N(Cc1ccc(F)cc1)C(=O)c1ccccc1S2(=O)=O
  FEN1 inhibitor = -20%
  TDP1 cell CPT = ?
  KAT2A inh = -10%

22. Cc1ccccc1NC(=O)c1cccc(S(C)(=O)=O)c1
  FEN1 inhibitor = -12%
  TDP1 cell CPT = 13%
  KAT2A inh = -4%

23. Cc1ccc2c(c1)C(=O)OC(C(=O)Nc1ncc(Cc3ccccc3Cl)s1)C2 (stereo not given)
  FEN1 inhibitor = -13%
  TDP1 cell CPT = .
  KAT2A inh = -5%

24. COc1nc(-c2ccccc2)ccc1-c1noc(C)n1
  FEN1 inhibitor = -18%
  TDP1 cell CPT = -24%
  KAT2A inh = .

25. Cn1c(=O)c(-c2ccccc2)nc2cnc(N3CCOCC3)nc21
  FEN1 inhibitor = .
  TDP1 cell CPT = -8%
  KAT2A inh = -13%

Values by screen from above.
Nos. 14–23 in KAT2A inh, in turn: 3%, 0%, -20%, -3%, -9%, ?, ., -10%, -4%, -5%
Nos. 14–23 in FEN1 inhibitor, in turn: -4%, ?, ?, 19%, 2%, 15%, ?, -20%, -12%, -13%

Further entries.
26. COc1ccc(CC(=O)N/N=C(\C)CC(=O)Nc2ccc3c(c2)OCCO3)cc1
  FEN1 inhibitor = -5%
  TDP1 cell CPT = 5%
  KAT2A inh = -1%

27. COc1ccc(NC(=O)c2sc3nc4c(cc3c2N)CCCCCC4)cc1Cl
  FEN1 inhibitor = -7%
  TDP1 cell CPT = ?
  KAT2A inh = -17%

28. CN(Cc1cccc2cnccc12)C(=O)c1cc(COc2ccc(F)cc2F)on1
  FEN1 inhibitor = -20%
  TDP1 cell CPT = ?
  KAT2A inh = -7%

29. COC(=O)c1ccc(CSc2nc3ccccc3c(=O)n2CC(C)C)o1
  FEN1 inhibitor = -20%
  TDP1 cell CPT = ?
  KAT2A inh = -3%

30. CC(C)c1ccc(NC(=O)N2CCCC2C(=O)Nc2ccc(-n3cnnn3)cc2)cc1 (stereo not given)
  FEN1 inhibitor = -2%
  TDP1 cell CPT = 16%
  KAT2A inh = -2%

31. Cc1c(Cl)cccc1NC(=O)CSc1ncnc2c1sc1ccccc12
  FEN1 inhibitor = -6%
  TDP1 cell CPT = -20%
  KAT2A inh = -5%

32. O=C1Nc2ccccc2Nc2ccc([N+](=O)[O-])cc21
  FEN1 inhibitor = -2%
  TDP1 cell CPT = -17%
  KAT2A inh = -2%

33. CN1CCN(c2ccc([N+](=O)[O-])cc2C(=O)c2ccccc2)CC1
  FEN1 inhibitor = -1%
  TDP1 cell CPT = ?
  KAT2A inh = 36%

34. Nc1nonc1C(=O)OCC(=O)c1ccc(Cl)cc1
  FEN1 inhibitor = 5%
  TDP1 cell CPT = 1%
  KAT2A inh = 12%

35. CCCC(=O)Nc1ccc(C(=O)NNC(=O)c2ccco2)cc1
  FEN1 inhibitor = -4%
  TDP1 cell CPT = 1%
  KAT2A inh = -2%

36. COc1ccc(CC(=O)Nc2ccc(OC(C)=O)cc2C(=O)O)cc1
  FEN1 inhibitor = -12%
  TDP1 cell CPT = -5%
  KAT2A inh = -8%

37. COc1ccc(CCn2c(-c3cccc([N+](=O)[O-])c3)nc3nc4ccccc4nc32)cc1OC
  FEN1 inhibitor = 2%
  TDP1 cell CPT = -7%
  KAT2A inh = 22%

38. Cc1ccc2c(c1)N(C(=O)CCC(=O)NCc1ccccc1)CC(C)O2 (stereo not given)
  FEN1 inhibitor = 13%
  TDP1 cell CPT = 4%
  KAT2A inh = -24%

39. CCOc1cc(N2CCOCC2)c(OCC)cc1NS(=O)(=O)c1ccc(Cl)s1
  FEN1 inhibitor = -4%
  TDP1 cell CPT = 4.6µM*
  KAT2A inh = 0%

40. CN1CCN(S(=O)(=O)c2ccc(N3CCN(c4ccccc4O)CC3)c([N+](=O)[O-])c2)CC1
  FEN1 inhibitor = -1%
  TDP1 cell CPT = 23µM*
  KAT2A inh = -2%

41. COc1ccc(C(=O)CN2C(=O)NC3(CCCc4ccccc43)C2=O)cc1 (stereo not given)
  FEN1 inhibitor = 11%
  TDP1 cell CPT = -25%
  KAT2A inh = -4%

42. Cc1nn(-c2nc3ccccc3[nH]2)c(N)c1-c1ccc(Cl)cc1
  FEN1 inhibitor = -15%
  TDP1 cell CPT = ?
  KAT2A inh = -4%

43. Cn1c(CNC(=O)c2ccco2)nnc1SCC(=O)Nc1c(F)cc(F)cc1Br
  FEN1 inhibitor = 5%
  TDP1 cell CPT = -6%
  KAT2A inh = 3%

44. CCCCOC(=O)c1ccc(NC(=O)c2cnc3n(c2=O)CCS3)cc1
  FEN1 inhibitor = 5%
  TDP1 cell CPT = ?
  KAT2A inh = -11%

45. COc1ccccc1C1CCN(c2cc(O)ccc2[N+](=O)[O-])CC1
  FEN1 inhibitor = 2%
  TDP1 cell CPT = -21%
  KAT2A inh = -11%

46. CCN(CC)C1CCN(C(=O)c2ccc3nc(Cc4ccc(OC)cc4)oc3c2)C1 (stereo not given)
  FEN1 inhibitor = 7%
  TDP1 cell CPT = -1%
  KAT2A inh = -16%

47. COC(=O)[C@@H]1C[C@@]2(O)[C@H](O)[C@H](O)[C@H](O)C[C@H]2N1CC1CC1
  FEN1 inhibitor = 16%
  TDP1 cell CPT = 8%
  KAT2A inh = -12%

48. O=C(O)c1ccc(NS(=O)(=O)c2cccc(C(=O)Nc3ccc(Br)cc3)c2)cc1
  FEN1 inhibitor = 1%
  TDP1 cell CPT = 0%
  KAT2A inh = -10%

49. O=C(CCNC(=O)c1ccco1)Nc1ccc(N2CCOCC2)cc1
  FEN1 inhibitor = -6%
  TDP1 cell CPT = -3%
  KAT2A inh = -8%

50. Cc1nn2c(C(F)(F)F)cc(-c3ccc(Cl)cc3)nc2c1C(=O)N1CCOCC1
  FEN1 inhibitor = 0%
  TDP1 cell CPT = -6%
  KAT2A inh = -5%

Pulled by compound from above, six records:
46. CCN(CC)C1CCN(C(=O)c2ccc3nc(Cc4ccc(OC)cc4)oc3c2)C1 (stereo not given)
  FEN1 inhibitor = 7%
  TDP1 cell CPT = -1%
  KAT2A inh = -16%

35. CCCC(=O)Nc1ccc(C(=O)NNC(=O)c2ccco2)cc1
  FEN1 inhibitor = -4%
  TDP1 cell CPT = 1%
  KAT2A inh = -2%

31. Cc1c(Cl)cccc1NC(=O)CSc1ncnc2c1sc1ccccc12
  FEN1 inhibitor = -6%
  TDP1 cell CPT = -20%
  KAT2A inh = -5%

30. CC(C)c1ccc(NC(=O)N2CCCC2C(=O)Nc2ccc(-n3cnnn3)cc2)cc1 (stereo not given)
  FEN1 inhibitor = -2%
  TDP1 cell CPT = 16%
  KAT2A inh = -2%

47. COC(=O)[C@@H]1C[C@@]2(O)[C@H](O)[C@H](O)[C@H](O)C[C@H]2N1CC1CC1
  FEN1 inhibitor = 16%
  TDP1 cell CPT = 8%
  KAT2A inh = -12%

49. O=C(CCNC(=O)c1ccco1)Nc1ccc(N2CCOCC2)cc1
  FEN1 inhibitor = -6%
  TDP1 cell CPT = -3%
  KAT2A inh = -8%

The list continues.
entry	SMILES	FEN1 inhibitor	TDP1 cell CPT	KAT2A inh
51	COC(=O)C1CCN(S(=O)(=O)CCNC(=O)c2ccc3c(c2)OCO3)CC1	2%	10%	-2%
52	Cc1nn(C(C)C(=O)NCC2CCCO2)c(=O)c2c1sc1ccccc12 (stereo not given)	-1%	-20%	-6%
53	c1ccc(CCc2nc(-c3ccncc3)no2)cc1	3%	-13%	2%
54	Cc1ccc(-n2c([S-])c(C(=O)Nc3ccc(OC(F)F)cc3)[n+]3ccc(C(=O)NCCO)cc23)cc1C	-4%	-17%	4%
55	CN1OC[C@@H]2CN(C(=O)CCc3ccccc3)[C@H](c3cccc(-c4ccc(C#N)cc4)c3)C[C@@H]21	-16%	?	.

Part of the list above, with one line to a screen:
[52] Cc1nn(C(C)C(=O)NCC2CCCO2)c(=O)c2c1sc1ccccc12 (stereo not given)
[53] c1ccc(CCc2nc(-c3ccncc3)no2)cc1
[54] Cc1ccc(-n2c([S-])c(C(=O)Nc3ccc(OC(F)F)cc3)[n+]3ccc(C(=O)NCCO)cc23)cc1C

screen / no.	52	53	54
FEN1 inhibitor	-1%	3%	-4%
TDP1 cell CPT	-20%	-13%	-17%
KAT2A inh	-6%	2%	4%
